# HTR1A agonist: activates the human 5-HT1a serotonin receptor; P08908; CHO 5-HT1a Ga15 NFAT-bla reporter, FRET ratio; 0% basal, 100% maximal reference agonist; activation, % at 10 µM; actives 0.56% (n = 65,000); AID 567;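 active = activation above the screen-wide mean activation plus 3 SD, cut at about 19% in these data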;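 also: 0% = DMSO wells and 100% = 5-CT at EC100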
# Target sequence (P08908 whole entry, looked up): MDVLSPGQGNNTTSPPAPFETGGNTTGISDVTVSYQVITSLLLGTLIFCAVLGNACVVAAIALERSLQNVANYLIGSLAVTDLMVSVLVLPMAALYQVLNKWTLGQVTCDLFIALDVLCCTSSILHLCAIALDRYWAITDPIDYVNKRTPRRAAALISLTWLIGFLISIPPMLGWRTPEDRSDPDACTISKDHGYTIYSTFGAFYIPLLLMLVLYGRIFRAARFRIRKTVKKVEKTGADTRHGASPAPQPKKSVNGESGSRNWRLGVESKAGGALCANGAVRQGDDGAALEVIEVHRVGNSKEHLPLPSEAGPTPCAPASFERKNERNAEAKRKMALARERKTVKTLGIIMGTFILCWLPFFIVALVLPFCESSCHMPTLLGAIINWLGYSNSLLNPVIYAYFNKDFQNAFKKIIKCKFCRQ
# MMP13 inh: blocks human MMP13 activity; AID 570; inhibition, % at 4 µM; MMP-13 fTHP FRET cleavage, Mca fluorescence; actives 0.07% (n = 65,000);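 active = inhibition above the mean of compound-free control plate wells plus 3 SD, cut at about 14% in these data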;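 also: 0% = DMSO wells and 100% = wells with reference MMP-13 inhibitor after basal subtraction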
# 5-HT1A blocker: antagonists of human 5-HT1a serotonin receptor | P08908 | inhibition, % at 10 µM | CHO 5-HT1a Ga15 NFAT-bla reporter, antagonist mode | actives 0.68% (n = 62,000) | AID 612;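 active = inhibition above the mean of all tested compounds plus 3 SD, cut at about 43% in these data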;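 also: receptor stimulated by 5-CT agonist at 100 nM near EC80; beta-lactamase reporter measured by ratiometric fluorescence of a cleavable substrate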
# SF-1 act: SF-1 (human) activation | activation, % at 10 µM | CHO-K1 Gal4-SF-1 LBD luciferase reporter; % increase over DMSO SF-1-specific signal | actives 1.9% (n = 65,000) | Q13285 | AID 522;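 active = activation above the mean activation of all tested compounds plus 3 SD, cut at about 50% in these data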
# Target sequence (Q13285 whole entry, looked up, the tested form may be a part): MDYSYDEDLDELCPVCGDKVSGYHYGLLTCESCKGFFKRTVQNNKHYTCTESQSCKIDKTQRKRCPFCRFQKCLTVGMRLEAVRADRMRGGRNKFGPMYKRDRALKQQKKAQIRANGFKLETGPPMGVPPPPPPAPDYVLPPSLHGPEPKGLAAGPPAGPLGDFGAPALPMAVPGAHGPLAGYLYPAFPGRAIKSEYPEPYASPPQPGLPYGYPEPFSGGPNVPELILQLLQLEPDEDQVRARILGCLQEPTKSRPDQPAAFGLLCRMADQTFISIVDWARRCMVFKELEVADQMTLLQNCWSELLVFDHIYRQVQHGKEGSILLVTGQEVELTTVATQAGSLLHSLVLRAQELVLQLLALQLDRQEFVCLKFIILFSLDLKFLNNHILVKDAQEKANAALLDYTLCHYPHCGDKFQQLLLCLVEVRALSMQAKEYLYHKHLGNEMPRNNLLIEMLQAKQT
#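 Test system: transient Gal4-SF-1 LBD reporter, CHO-K1; Amount: 4,000 CHO-K1 cells per well; Doses: 10 µM only; Timing: compound exposure 20 h at 37 °C; Signal: luciferase light emission; Read-out basis: percent activation relative to DMSO median and mock-transfected background; Control set: DMSO negative control and −SF1 background wells; Replicates: one test per compound.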
# A340 absorber: compounds absorbing at 340 nm; AID 708; fold change at 10 µM; 65,000 tested, under 10 active; compound absorbance at 340 nm, fold over control;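 active = at 10 µM dose, initial 340 nm absorbance at least 2 fold that of control wells; inactive = change under 2 fold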;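 also: initial absorbance extrapolated from kinetic A340 decline of NADH oxidation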
# NADH coupling: blocks coupling enzymes of NAD/NADH assays. coupled PK/LDH NADH assays, four targets. actives 0.02% (n = 65,000). IC50, µM (titrated, usually from 10 µM), for inactives: top-dose inhibition;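 active = single-dose screening hits from any of four coupled enzyme assays that gave an IC50 when retested across doses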;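 also: the DPM-DC format reads NADH fluorescence rather than 340 nm absorbance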
# RORA act: activates the human nuclear receptor RORA; P35398; CHO-K1 Gal4-RORA LBD luciferase reporter, luminescence; percent increase over mock-subtracted basal signal; activation, % at 10 µM; actives 1.5% (n = 65,000); AID 560;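 active = activation above the mean of all tested compounds plus 3 SD, cut at about 49% in these data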;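 also: 0% = DMSO-treated RORA cells and 100% = added signal equal to DMSO minus mock-transfected cells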
# Fluor 339 460: intrinsic fluorescence of library compounds, ex339/em460 – biochemical, MLSMR library, data from DPM-DC assay, artefact control, profiling panel. compound autofluorescence, ex339/em460 nm, NADH buffer; hits give high values; 1 = no-compound wells, NADH background. fluorescence fold increase at 10 µM. actives 5.5% (n = 65,000);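 active = at 10 µM, mean starting fluorescence two-fold or more over control wells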;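 also: signal is the first read of a kinetic run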
# TNAP act mid DEA: activates human TNAP at intermediate phosphate acceptor concentration. purified TNAP, CDP-star luminescence, 100 mM DEA, 30 min; hits give high values; scale: 0 levamisole-inhibited, 1 vehicle-only enzyme. activation factor at 20 µM. 64,000 tested, under 10 active. AID 813;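 active = activation factor of at least 2 at 20 µM, relative to controls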
# The depositor's hits bear a star; nt = no result given; [ ] = remark or other dose. An excerpt, so the mix of outcomes need not match the whole.
SMILES	5-HT1A blocker	NADH coupling	Fluor 339 460	TNAP act mid DEA	A340 absorber	MMP13 inh	RORA act	SF-1 act	HTR1A agonist
Cc1ccc(S(=O)(=O)Cc2ccc(C(=O)N3CCC4(CC3)OCCO4)o2)cc1	-14	2%	1.1	0.9	0.99	-4	1	6	-0.6
CCOC(C(=O)OCC(O)CN(CC)CC)(c1ccccc1)c1ccccc1 (stereo not drawn)	nt	6%	1	0.9	1	-1	-4	6	1.1
CCC(C)NC(=O)c1c(N)n(CC2CCCO2)c2nc3ccccc3nc12 (stereo not drawn)	-7	4%[fluoresces]	2.5*	1	1	-215[fluorescence artefact?]	6	8	26*
C1=C(c2c[nH]c3ccccc23)CCNC1	16	3%	1.1	0.9	0.99	-7	7	22	4.5
CCC1CCCCN1P(=O)(c1ccc(C)o1)C(C)(C)C (stereo not drawn)	21	5%	1.1	1	1	3	-14	3	-1.2
CCC(=NCCCN(CC)CC)c1c(O)n(-c2ccccc2)c(=O)[nH]c1=O	-7	1%	1.2	0.9	1	3	-17	-10	-5.2
CCOC(=O)N(CC)c1ccc(C(O)(C(=O)OCC)C(F)(F)F)cc1 (stereo not drawn)	6	5%	1.1	1	1.1	7	-3	-10	2.6
CCC(=O)Nc1cc(C(=O)N2CCC3(CC2)OCCO3)ccc1S(=O)(=O)c1ccc(C)cc1	-10	5%	1.1	nt	1	-1	2	13	-0.5
COC(=O)CC1(Cc2ccccc2)C(=O)NC(=O)NC1=O	10	2%	1.1	0.8	0.98	4	-14	10	2.2
CCC(=NCc1ccco1)c1c(O)n(-c2ccc(OC)cc2)c(=O)[nH]c1=O	0	1%	1.2	1	1	5	-16	2	2.0
O=S(=O)(c1ccc(Cl)cc1)N1CN2CCN(C2)C1	-8	6%	1.1	1	0.99	-4	-5	-5	1.0
C#CCN1C(=O)C2(C(C#N)=C(N)OC(C)=C2C(=O)OCc2ccccc2)c2ccccc21 (stereo not drawn)	8	5%	1.1	1	0.99	4	1	6	-0.4
O=C1NC(=O)C2(Cc3ccccc3N3CCCC32)C(=O)N1c1cccc(Cl)c1 (stereo not drawn)	-15	4%	1.1	1	0.99	-5	7	-6	0.6
OC1(c2cccnc2)CC2CCC(C1)N2Cc1nnnn1Cc1ccccc1 (stereo not drawn)	-5	8%	1.1	1	0.97	1	-17	0	1.7
Oc1ccc(Br)cc1CN1CCN(c2ccccc2)CC1	4	1%	1.1	0.9	1	-4	-11	-1	0.6
CC(=O)NC1CC2CCC(C1)N2 (stereo not drawn)	3	9%	1.1	0.9	0.98	4	11	9	-0.2
CC(C)CC12CN3CCN(CC(C3)/C1=N/O)C2	7	1%	0.99	0.9	0.98	3	-11	18	-0.3
O=C(Cn1ncc2ccsc2c1=O)N1CCC2(CC1)OCCO2	-8	1%	1.1	1	1	-3	-14	-12	-2.7
O=C(CCN1C(=O)COc2ccccc21)N1CCC2(CC1)OCCO2	-5	7%	0.93	1	0.98	0	-2	4	-4.5
Cn1c(O)c(/C=N/c2ccccn2)c(=O)n(C)c1=O	2	3%	1.1	0.9	1.4	6	-10	-20	15
Cn1c(=O)cc(SCC(=O)N2CCC3(CC2)OCCO3)c2ccccc21	-6	9%	1.2	0.9	1	-9	-22	-10	1.9
CC(=NCc1ccco1)c1c(O)n(C)c(=O)n(C)c1=O	11	4%	1.1	0.9	1.1	4	1	20	-4.1
O=C(COc1ccccc1)N1CCN(C/C=C/c2ccccc2)CC1	-9	2%	1.1	0.9	1	7	-17	-7	0.0
N=c1c[n+](CC23CC4CC(CC(C4)C2)C3)[n-]o1	1	8%	1.2	0.9	0.99	2	-13	-6	-4.4
CCCCCn1c(=O)c(C(=O)NCc2ccncc2)c(O)c2ccccc21	-10	4%	1.1	0.9	1	-1	-23	-12	-1.4

# Random excerpt: two entries already listed
SMILES	5-HT1A blocker	NADH coupling	Fluor 339 460	TNAP act mid DEA	A340 absorber	MMP13 inh	RORA act	SF-1 act	HTR1A agonist
CCCCCn1c(=O)c(C(=O)NCc2ccncc2)c(O)c2ccccc21	-10	4%	1.1	0.9	1	-1	-23	-12	-1.4
CC(C)CC12CN3CCN(CC(C3)/C1=N/O)C2	7	1%	0.99	0.9	0.98	3	-11	18	-0.3

# The list continues:
SMILES	5-HT1A blocker	NADH coupling	Fluor 339 460	TNAP act mid DEA	A340 absorber	MMP13 inh	RORA act	SF-1 act	HTR1A agonist
Cc1oc2ccc(OC(=O)N(C)C)cc2c1C(=O)OC(C)C	9	2%	1	0.9	1	-2	-7	0	1.8
COc1ccc(-n2c(O)c(C(C)=NC3CC3)c(=O)[nH]c2=O)cc1	-3	1%	1.1	0.9	1	7	-14	-21	-0.9
COCCCn1c(N)c(C(=O)NCCC(C)C)c2nc3ccccc3nc21	-32	8%[fluoresces]	3.7*	1	1	-79[fluorescence artefact?]	3	-3	34*
CCC(=Nc1ccc(OC)cc1OC)c1c(O)n(C)c(=O)n(C)c1=O	-22	6%	1	0.9	1.1	2	7	11	-0.9
COc1ccc(Nc2ncc(C(=O)N3CCC4(CC3)OCCO4)c3ccccc23)cc1	7	3%	1.1	0.9	1.1	6	13	6	-1.8
CCCCCCOc1ccc(CN2CCN(C)CC2)cc1	-8	2%	1	0.9	1	5	-5	-1	0.3
Cc1ccc2c(c1)CC1(CN2C)C(=O)NC(=O)N(c2ccccc2C)C1=O (stereo not drawn)	-3	6%	1	0.9	1	4	-16	-6	-1.4
COc1ccccc1CN1CCN(C(=O)COc2cccc(C)c2)CC1	-3	9%	1.2	0.9	1.1	3	-2	-1	-3.6
O=C1CC(c2ccccc2)CC(O)=C1C=NCCN1CCN(C(=O)Cc2ccccc2)CC1 (stereo not drawn)	nt	1%	1	1	0.99	nt	nt	nt	nt
COc1ccc(-n2c(C)nc3cc(C(=O)N4CCC5(CC4)OCCO5)ccc32)cc1	-28	5%	1	nt	1	1	18	17	-3.1
CN(C)c1cc(N)c2c(n1)CCC2 (tested in a mixture with another compound)	10	5%	1.1	0.9	1.1	-22	-3	2	0.6
O=C(CN1CCN(CCO)CC1)Nc1ccc(Cl)cc1C(=O)c1ccccc1	nt	1%	1.1	0.9	1	-1	-9	-2	-1.0
C[C@H]1CCC/C=C/C2C[C@H](O)CC2[C@H](O)/C=C/C(=O)O1 (stereo partly drawn)	nt	2%	1	0.9	1	0	-84	-80	-3.6
CC(=Nc1ccc2c(c1)CCC2)c1c(O)n(C2CCCCC2)c(=O)[nH]c1=O	-8	7%	1.2	0.9	1.1	-2	-1	4	-0.5
O=C(Cn1cc(C(=O)c2ccccc2)c2ccccc21)NCc1ccco1	11	2%	1	0.9	1	-3	22	24	-4.2
CCc1ccccc1NC(=O)CSc1nnc([C@@H](N)Cc2c[nH]c3ccccc23)o1	0	6%	1	1	1	4	-10	-2	1.2
CC1CN=C(NCc2ccncc2)S1 (stereo not drawn)	-5	7%	1.1	0.9	1	7	14	-5	-3.1
CCOC(=O)c1ccc(NC(=O)c2c(O)[nH]c(=O)[nH]c2=O)cc1	4	1%	1.1	0.9	1	3	12	7	-3.6
CCOC(=O)/C(CCCN(CC)CC)=N\O	-13	4%	1	0.9	1	-2	3	-7	-3.1
CC(=O)c1c(C)[nH]c(C(=O)N2CCC3(CC2)OCCO3)c1C	4	6%	1.1	1	1	-1	-14	0	-5.5
CC(C)C1(C)N=C(c2nc3ccccc3cc2C(=O)O)NC1=O (stereo not drawn)	-25	9%	1	1	1	-5	-2	-6	1.6
O=C1CN(C(=O)CN2CCCCC2)C(c2ccccc2)c2cc(Br)ccc2N1 (stereo not drawn)	13	6%	1.1	0.9	1	4	-9	-9	3.3
CCN1CCN(Cc2cc(Br)cc(OC)c2O)CC1	5	3%	1	0.9	1	-25	-10	-11	-3.4
Cc1ccc(NC(=O)CSc2nnc([C@@H](N)Cc3c[nH]c4ccccc34)o2)c(C)c1	-13	7%	1.1	1	1	2	8	2	0.3
CN(C)C(=O)Nc1cccc(OC(=O)N(C)C)c1	-16	1%	1.1	0.9	1.1	-1	-15	10	0.6
CCC(=NCc1ccco1)c1c(O)n(Cc2ccccc2)c(=O)[nH]c1=O	-11	8%	1.1	0.9	1	-8	15	-9	2.6
NC(=O)Nc1cccc(C(F)(F)F)c1	-4	2%	1.1	0.9	1	-8	0	-8	-1.3
Cc1ccc(S(=O)(=O)N2CN3CCN(C3)C2)cc1	2	3%	1.1	0.9	1	-1	-10	-1	0.8
CCOC(=O)CCN=Cc1c(O)n(-c2ccc(Br)cc2)c(=O)[nH]c1=O	-2	4%	1.1	1	1	3	-10	4	1.0
CCN1CCN(C(=O)COc2cc(=O)n(CC)c3ccccc23)CC1	14	2%	1	0.9	1.1	-2	-8	0	-1.6
NC12CN3CN(CN(C3)C1)C2 (tested in a mixture with another compound)	-5	8%	1.1	1	0.99	-4	-6	10	-0.3
COC(=O)C(O)(c1cn(C)c2ccccc12)C(F)(F)F (stereo not drawn)	-4	6%	1.1	0.9	0.99	-3	-14	8	-2.1
Cc1cc(OCc2nn[nH]n2)c2c3c(c(=O)oc2c1)CCC3	-7	9%[fluoresces]	3.9*	0.9	1.1	-164[fluorescence artefact?]	18	7	-3.6
COC(=O)c1ccc(COc2cc(C)cc3oc(=O)c4c(c23)CCCC4)o1	5	2%	1.3	0.9	1	-4	0	-10	-2.5
CCCN1CCC2(CC1)NC(CO)(CO)CO2	5	6%	1.1	1	0.99	0	-3	5	-0.9
COP(=O)(OC)C(O)C(Cl)(Cl)Cl (stereo not drawn)	nt	2%	0.99	0.9	0.98	2	-30	-1	0.6
O=C(NC[P+](=O)O)OCc1ccccc1	-4	5%	1.1	0.9	1	4	-20	-4	-2.7
CCOC(=O)C1SC2(C(F)F)CC1(O)c1c(c(OC)c3occc3c1OC)O2 (stereo not drawn)	6	2%	1	1	0.99	-2	-23	-10	-1.4
Fc1ccc(N2CCN(Cc3ccc4c(c3)OCO4)CC2)cc1	4	0%	1.1	1	1	5	-23	11	-1.0
CC1=CC(=C2C(=O)NC(=O)NC2=O)C=C(C(F)(F)F)N1C(C)C	-12	6%	1	0.9	1.1	-3	1	8	-2.5
C[C@@]1(CO)[C@H](O)CC[C@@]2(C)[C@H]1CC[C@H]1C[C@@H]3C[C@@]12CC[C@]3(O)CO	nt	3%	1	0.8	0.96	-13	-82	-84	0.1
CCOCC(=O)NC1CCSC1=O (stereo not drawn)	-4	3%	0.99	0.9	0.98	2	-14	2	-3.6
Cc1oc(C(=O)Nc2ccc(O)cc2)cc1COc1ccccc1	24	11%	1.1	0.9	1	3	3	12	-1.3
c1ccc(C2CC3CC(c4ccco4)N2O3)cc1 (stereo not drawn)	-16	3%	1	1	0.99	-5	-11	13	-2.7
COC(=O)N(c1ccccc1)P1(=S)OCCO1	2	9%	1	0.9	0.99	1	0	8	-2.8
C=CCC1(CN2CCCCCC2=O)C(=O)NC(=O)NC1=O	nt	3%	1.1	1	1	1	-2	4	0.7
CC(=NCC1CCCO1)c1c(O)n(-c2ccccc2)c(=O)[nH]c1=O (stereo not drawn)	-4	5%	1.1	1	1	2	-13	-22	-2.2

# High-throughput results from PubChem.
